TCR act: activators of T cell receptors; primary human leukocytes, anti-CD3, IL-2 HTRF, 48 h; Potency, µM (series often up to 9.22 µM), for the others: top-dose activation of IL-2 secretion, usual class: activators; 330,000 tested, under 10 active; AID 504894; also: % of control where 0% means no effect
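Compounds are tested in HTS on primary human leukocytes co-incubated with a-CD3 beads for 48 hr. IL-2 output is measured by time-resolved FRET.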
USP2a block: inhibitors of human ubiquitin-specific protease USP2a. hit rate 0.01% among 330,000. Potency, µM (highest dose often 38.3 µM), without a hit: top-dose activity change, negative = inhibition, hits mostly inhibitors. USP2 core, Ub-CHOP2 coupled fluorogenic reporter, 485/531. AID 463254;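 also: potency is read from the fitted curve at half-maximal effect; plate controls were DMSO wells for no effect and full inhibition by NEM control for full effect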
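Deubiquitinase activity read as fluorescence (485/531 nm) after Ub-CHOP2 cleavage activates the enterokinase reporter on its substrate; USP2 core 10nM, Ub-CHOP2 and substrate 25nM each, 30min compound preincubation then 60min RT; data normalized to NEM, curves fitted.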
ELG1 repair inh: inhibitors of ELG1-dependent DNA repair in HEK293T cells | HEK293T ELG1-luciferase reporter, luminescence, 16 h; DNA damage induced by 5-fluorouridine | Potency, µM (doses to about 46.1 µM), inactives show top-dose activity change, negative = inhibition, most hits filed as inhibitors | hit rate 2.3% among 330,000; also: potency is read from the fitted curve at half-maximal effect; % is scaled to controls: 0 for no effect and ±100 for the full control effect; nearly all actives have a fitted effect of over 55% in size
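Quantitative HTS, concentration-response format. 2,000 cells/well co-treated with 5-fluorouridine and compound, 16 hr in 5% CO2 at 37 °C; ONE-Glo luminescence read after 30 min.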
AT treatment: potential ataxia-telangiectasia treatments restoring KAP-1 phosphorylation | […] A-T fibroblasts, KAP-1 phosphorylation AlphaLISA; neocarzinostatin DNA damage 30 min before lysis | Potency, µM (highest dose often 57.5 µM), without a hit: at the highest dose activation, usual class: activators | hit rate 0.19% among 320,000; also: potency is read from the fitted curve at half-maximal effect; % of control where 0% means no effect; nearly all actives have a fitted effect of over 45% in size
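ATM-like activity read as KAP-1 phosphorylation via AlphaLISA donor/acceptor antibody pairs after lysis and 6 hr at 25C. Cells were ATM-null patient fibroblasts ([…], hTERT), dosed 60 min, then exposed to the DSB inducer NCS for 30 min.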
Eya2 phos inh: blocks the phosphatase activity of human Eya2; Potency, µM (doses to about 76.9 µM), inactives show at the highest dose activity, negative = inhibition, usual class: inhibitors; hit rate 0.006% among 330,000; O00167; recombinant Eya2, OMFP fluorescence dephosphorylation (OMFP is methylfluorescein phosphate); also: potency is read from the fitted curve at half-maximal effect; % is scaled to controls: 0 for no effect and ±100 for the full control effect
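Eya2 (0.2 uM) preincubated 10 min at ambient with compound, then OMFP substrate added at 50 uM; 10 min reaction in 50 mM HEPES pH 7.5, 50 mM NaCl, 5 uM MgCl2, 0.05% BSA, 1 mM DTT. Fluorescence read at Ex 485/Em 525 nm.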
TRPV1 agonist: human TRPV1 agonism; Q8NER1; TRPV1-expressing cells, Fluo-8 calcium influx, agonist mode; activation, % at 8.33 µM; hit rate 0.19% among 320,000; AID 540275; in the data active = activation above about 80%; inconclusive = between about 30% and that limit; also: 0% is about no effect
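Cells expressing TRPV1 were dye-loaded with Fluo-8 and read kinetically: 10 s baseline, 3 min after compound (agonist portion), then 2 min after EC20 capsaicin (allosteric enhancer portion). Calcium-bound dye fluorescence at 480/520 nm.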
Mito fusion yeast: inhibitors of mitochondrial division or activators of mitochondrial fusion | Potency, µM (doses to about 46.1 µM), inactives show at the highest dose growth rescue (activation), hits mostly activators | S. cerevisiae fusion-defective mutant growth rescue, CellTiterGlo 48 h | hit rate 0.23% among 320,000;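 also: potency is read from the fitted curve at half-maximal effect; % of control where 0% means no effect; nearly all actives have a fitted effect of over 45% in size; temperature-sensitive fusion mutants such as fzo1-1 at 37 °C on non-fermentable ethanol glycerol medium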
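Luminescent cell viability in 1536-well qHTS format served as the measure of rescued growth in ts fusion-mutant S. cerevisiae cultured on non-fermentable YPEG for 48 hours at 37C.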
hERG WT inh: inhibitors of human wildtype KCNH2 potassium channel; Q12809; AID 720551; U2OS, BacMam KCNH2, thallium flux FluxOr; stronger effect = lower value; activity change, % at 1.84 µM; hit rate 0.37% among 340,000;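 active = maximum activity change below -70%; inconclusive = maximum activity change between -70% and -50%; inactive = maximum activity change above -50%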; also: % is scaled to controls: 0 for no effect and ±100 for the full control effect
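U2OS cells were transduced with wild-type KCNH2 virus (2.03 x 10^8 / mL) for 4 h at room temperature, then cultured overnight at 37 C. Thallium flux was read with FluxOr dye. Rate constants were normalized to DMSO controls.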
KCNH2 3.1 inh: blocks the human KCNH2 3.1 channel isoform. activity change, % (tested at about 1.8 µM). hit rate 0.95% among 340,000. U2OS KCNH2 3.1, thallium flux FluxOr; stronger effect = lower value;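 active = maximum activity change below -70%; inconclusive = maximum activity change from -70% to -50%; inactive = maximum activity change above -50%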;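 also: thallium influx rate constant from kinetic fluorescence after stimulation buffer; % is scaled to controls: 0 for no effect and ±100 for the full control effect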
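Thallium flux read-out: FluxOr dye with Red40 quencher in HBSS/HEPES, 45 min at RT. Rate constants from kinetic reads were normalized to positive and negative DMSO controls. Cells: U2OS virally expressing the 3.1 isoform.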
TSHR antagonist: blocks TSH signaling through the human TSH receptor; TSHR-expressing cells, TSH-stimulated cAMP HTRF, 2 h; stronger effect = lower value; hit rate 0.2% among 330,000; AID 504810; activity change, negative = inhibition, % at 11.5 µM;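 active = activity change below a set negative limit, meaning inhibition stronger than a set level, cut at about -70% in these data; inconclusive = activity change between two set negative limits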; also: % is scaled to controls: 0 for no effect and ±100 for the full control effect
Target sequence (P16473 whole entry, looked up): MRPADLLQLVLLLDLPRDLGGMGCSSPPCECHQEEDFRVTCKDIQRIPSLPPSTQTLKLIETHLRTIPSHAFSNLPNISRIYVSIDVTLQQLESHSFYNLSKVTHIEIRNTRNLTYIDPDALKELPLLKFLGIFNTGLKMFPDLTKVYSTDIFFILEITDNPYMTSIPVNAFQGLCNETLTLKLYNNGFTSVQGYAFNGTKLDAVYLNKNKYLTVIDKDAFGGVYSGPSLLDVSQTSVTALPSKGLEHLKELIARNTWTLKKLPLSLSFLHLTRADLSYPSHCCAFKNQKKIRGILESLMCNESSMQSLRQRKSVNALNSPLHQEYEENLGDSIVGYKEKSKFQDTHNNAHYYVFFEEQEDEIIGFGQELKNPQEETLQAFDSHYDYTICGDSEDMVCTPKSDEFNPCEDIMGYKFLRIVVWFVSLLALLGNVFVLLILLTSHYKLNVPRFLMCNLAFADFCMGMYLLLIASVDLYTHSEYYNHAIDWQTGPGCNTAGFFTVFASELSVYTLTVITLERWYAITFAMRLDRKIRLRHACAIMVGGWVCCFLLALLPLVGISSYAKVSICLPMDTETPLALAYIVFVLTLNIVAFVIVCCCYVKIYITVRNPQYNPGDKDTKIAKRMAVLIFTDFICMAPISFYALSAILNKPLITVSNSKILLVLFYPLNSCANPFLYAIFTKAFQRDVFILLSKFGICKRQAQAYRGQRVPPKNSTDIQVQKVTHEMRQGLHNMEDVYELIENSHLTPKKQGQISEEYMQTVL
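TSHR-expressing cells were treated with compounds, then stimulated with TSH at EC80 (4nM final) for 2 hours at 37 deg C. Cellular cAMP was measured by HTRF competition between lysate cAMP and cAMP-d2 for a cryptate-labelled anti-cAMP antibody.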
* marks the source's active call; other numbers are inactive results; ? = inconclusive; · = no result given; [ ] = remark or other dose. Unless noted, calls follow the shape of the dose curve; as a rule, active = well fitted curve in the direction sought with a large enough effect; inconclusive = small, poorly fitted or top-dose-only effect, or another doubt; inactive = no such curve, though single readings can be large; an effect the other way counts as inactive or inconclusive. An excerpt (hit frequency here may not be typical).

SMILES	TCR act	USP2a block	ELG1 repair inh	AT treatment	Eya2 phos inh	TRPV1 agonist	Mito fusion yeast	hERG WT inh	KCNH2 3.1 inh	TSHR antagonist
CC(C)N(C)C(=O)CCc1nnc(CCc2c[nH]c3ccccc23)o1	-3.3%	2.7%	3.9%	4.0%	-10.2%	-0.1	2.5%	15.3	·	-13.0
COc1cc(/C=C(\CC(=O)O)c2nc3ccccc3s2)cc(OC)c1O	-8.5%	-0.1%	-8.3%	-0.8%	5.2%	2.4	-3.9%	-23.2	-13.2	2.7
C/C=C(\C)c1nnc(NC(=O)C(C)C)s1	0.1%	-0.7%	?	-0.9%	0.9%	-5.6	2.8%	-3.1	-1.3	-1.6
CN1C(=O)c2ccccc2C(C(=O)O)C1c1cccc(F)c1 (stereo not drawn)	4.6%	2.2%	2.2%	-1.4%	16.0%	-2.9	-0.2%	4.8	-9.5	0.2
CC(=O)c1cccc(N(C(=O)c2ccco2)C(C(=O)NC2CCCCC2)c2ccc(C)o2)c1 (stereo not drawn)	3.4%	3.6%	-1.4%	-1.2%	-18.0%	17.4	4.5%	-6.5	-21.6	-27.0
O=C1CCN(c2ncccc2[N+](=O)[O-])CC1	4.7%	2.1%	-0.3%	-1.6%	-9.5%	-1.0	2.0%	-3.0	-16.9	14.6
O=C1CC(c2cc([N+](=O)[O-])ccc2Cl)c2c(ccc3ccccc23)N1 (stereo not drawn)	-1.1%[46.1 µM]	1.8%	?	-2.8%	-2.7%	-4.3	-1.4%	-17.6	-5.2	66.1
O=C(CON=C1c2ccccc2-c2ccccc21)NC12CC3CC(CC(C3)C1)C2	-0.8%[46.1 µM]	-1.0%	6.0%	1.5%	-2.2%	9.6	18.2%	-8.8	-27.2	-9.0
Cc1ccc(N(CC(O)CN2CCCCC2)S(=O)(=O)c2ccc(C)cc2)cc1 (stereo not drawn)	3.4%	3.3%	18.5%	5.7%	-8.3%	0.2	-9.5%	-7.3	-99.1*	9.4
NC(=O)C1CCN(c2ccc(S(=O)(=O)N3CCCCC3)cn2)CC1	1.5%	1.5%	?	-2.9%	1.7%	0.9	3.6%	7.1	16.8	-7.7

Quoted from the listing.
CN1C(=O)c2ccccc2C(C(=O)O)C1c1cccc(F)c1 (stereo not drawn) | KCNH2 3.1 inh: -9.5
CC(=O)c1cccc(N(C(=O)c2ccco2)C(C(=O)NC2CCCCC2)c2ccc(C)o2)c1 (stereo not drawn) | TCR act: 3.4%

The results go on.
SMILES	TCR act	USP2a block	ELG1 repair inh	AT treatment	Eya2 phos inh	TRPV1 agonist	Mito fusion yeast	hERG WT inh	KCNH2 3.1 inh	TSHR antagonist
Cc1ccccc1-c1nc2sc3c(c2c(=O)n1N)CCCC3	-2.0%	-2.0%	?	·	6.9%	-1.4	6.8%	-6.7	0.7	-1.7
O=C(COc1cc2oc(=O)c3c(c2cc1Cl)CCC3)Nc1cccnc1	12.7%	4.8%	?	-1.3%	-4.6%	-0.5	-2.8%	-11.8	-1.2	9.7
O=C(O)CCC(=NNC(=O)c1cccc(S(=O)(=O)N2CCCCC2)c1)c1ccccc1	-2.4%	4.0%	-0.2%	7.6%	-15.8%	·	·	5.1	-11.3	·
Cc1ccc(-n2c3c(c(=O)[nH]c2=O)C(C(F)(F)F)(C(F)(F)F)NC(=O)N3)cc1	5.8%	1.5%	0.0%	-4.9%	5.9%	-1.0	2.3%	2.6	-4.0	22.3
CCOC(=O)c1c(C)[nH]c(C)c1S(=O)(=O)NCCc1ccc(SC)cc1	3.5%	-0.3%	0.7%	12.7%	-5.4%	9.2	7.4%	-13.2	2.8	10.8
COc1ccc(C)cc1NC(=O)C(CCS(C)(=O)=O)NC(C)=O (stereo not drawn)	-6.5%	-0.2%	?	3.0%	-3.0%	6.5	-1.0%	-15.0	12.5	4.7
COc1ccc(NS(=O)(=O)c2c(C)[nH]c(=O)[nH]c2=O)cc1OC	1.7%	-0.8%	-1.0%	-3.3%	-5.0%	-1.3	-7.5%	-3.3	0.7	-1.5
CCOC(=O)C1=NN(c2ccccc2C)C2=NC(C)=C(C(=O)OC)C(c3cccc(OC)c3)N12 (stereo not drawn)	1.4%[46.1 µM]	-3.0%	?	9.7%	-5.9%	2.9	·	7.5	4.0	2.6
COc1ccc(NC(=O)NCCN2CCN(c3ccc(C)cc3)CC2)c(Cl)c1	4.3%	-0.3%	-0.1%	-4.5%	-8.3%	0.4	-1.4%	16.5	-19.9	15.5
COC(=O)c1c(Sc2ccccc2)c2ccccc2n1C	4.6%	-5.6%	5.6%	10.3%	22.3%	27.1	-15.5%	3.4	10.3	5.8
NS(=O)(=O)c1ccc(NC(=O)COc2ccc(C(=O)c3ccc(F)cc3)cc2)cc1	-4.6%	-1.2%	?	-9.9%	9.3%	0.4	5.6%	-16.8	-15.9	-16.9
O=C(O)c1ccccc1C(=O)Nc1ccc(-n2nc(C(F)(F)F)cc2C(F)(F)F)cc1	0.7%	5.0%	1.7%	-2.7%	-0.5%	8.0	-0.1%	6.5	-20.1	0.9
Cc1ccc(S(=O)(=O)N2CCC[C@H]2C(=O)Nc2ccccc2C)cc1	2.1%[46.1 µM]	4.2%	-9.9%	-6.5%	-1.1%	·	·	-4.2	21.6	5.8
Fc1ccccc1CSc1nnnn1-c1ccc2c(c1)OCO2	-22.3%	1.2%	21.1%	10.9%	-36.1%	16.6	13.9%	-4.6	-12.7	-12.8
NC(=O)COc1ncnc2scc(-c3ccc(F)cc3)c12	3.0%	2.1%	3.1%	-12.3%	-3.0%	-7.6	12.4%	-9.6	-8.3	8.7
COC(=O)c1ccccc1NC(=O)Cn1cnc([N+](=O)[O-])c1	-8.2%	-1.1%	-3.1%	0.0%	-3.1%	1.7	2.3%	2.3	0.8	-7.5
COc1cc2c(cc1NC(C)=O)CCCC2	-2.2%	1.2%	8.8%	4.3%	8.7%	-1.9	1.0%	26.8	-0.9	14.7
COc1cc(OC)cc(C(=O)N[C@H](C(=O)Nc2nc(-c3ccc(OC)c(OC)c3)cs2)C(C)C)c1	-6.9%	5.9%	20.6µM*	-5.6%	-9.0%	1.6	-2.7%	-12.7	-8.8	-7.1
Cc1ccc(OCCC(=O)OCC(=O)Nc2ccc3c(c2)OCO3)cc1	-4.3%	-1.4%	17.0%	-1.0%	0.8%	?	0.7%	-1.3	41.2	1.1
CC(=O)c1cccc(N(C(=O)CNC(=O)c2ccco2)C(C(=O)NC2CCCC2)c2ccco2)c1 (stereo not drawn)	-0.3%	-0.2%	-1.0%	-3.5%	-3.5%	-1.9	-1.7%	-16.1	6.9	8.2
O=S(=O)(Nc1n[nH]c(C(F)(F)F)n1)c1ccccc1	-12.8%	-1.4%	?	2.7%	-2.4%	-2.2	0.0%	1.0	16.4	16.5
NC(=O)CC(NSc1ccccc1[N+](=O)[O-])C(=O)O (stereo not drawn)	2.9%	4.4%	4.0%	-13.6%	-7.2%	-1.8	25.3%	3.1	4.7	0.8
Cc1cc(C)nc(NC(=O)c2ccc(C)o2)n1	3.1%	0.4%	?	1.8%	-6.6%	1.3	-0.4%	-0.4	15.2	1.0
CC1(C)C(=O)C2(CCCCC2)C(=O)OC1c1ccc(O)cc1 (stereo not drawn)	·	1.0%	0.0%	1.9%	7.9%	?	2.9%	-17.1	-2.8	-6.8
O=C(Oc1ccccc1N1C(=O)CCC1=O)c1ccco1	2.2%	3.5%	?	-1.5%	-3.5%	-2.7	5.6%	3.5	14.0	18.2
CN1CCCCCC1C(=O)N1CCC(N2CCC(C(=O)N3CCOCC3)CC2)CC1 (stereo not drawn)	-3.6%	-0.2%	11.6%	5.2%	7.3%	5.3	0.8%	3.1	2.2	5.8
C(=N\Nc1nncc2ccccc12)/c1ccccc1	8.7%	1.3%	?	-0.2%	2.7%	9.1	-0.9%	-15.4	-1.4	-11.4
CCOC(=O)CSC1=C(C#N)C(=O)NC(c2ccc(OC)cc2)S1 (stereo not drawn)	·	7.9%	5.7%	-1.8%	-3.8%	0.4	0.0%	-0.9	2.4	0.9
COc1ccc(-c2nc(N)n[nH]2)cc1	4.2%	1.1%	0.0%	·	30.2%	5.0	-3.8%	-1.6	6.5	19.0
O=C(NCCN1CCOC1=O)C1CCC(=O)N(CCc2ccc(Cl)cc2)C1 (stereo not drawn)	-1.7%	1.6%	12.0%	-3.7%	-1.7%	-3.5	1.8%	4.9	-11.2	-3.4
CCOC(=O)N1CCC(N(CCOC)C(=O)Nc2ccc(CC)cc2)CC1	-8.7%	3.7%	-1.0%	3.9%	0.5%	1.0	2.3%	3.5	5.0	-4.1
Cc1ccc(-n2c(CNc3ccc(C)c(Cl)c3)n[nH]c2=S)cc1	-1.1%	2.0%	-16.9%	-1.3%[11.5 µM]	-10.1%	-0.4	-2.2%	·	-44.2	-7.7
Cc1cc(NC(=O)CSc2nc(C(C)(C)C)nc3ccccc23)no1	-1.7%	2.1%	2.5%	4.8%	-7.3%	9.8	-6.4%	1.2	15.4	-18.6
